High-throughput results: PubChem BioAssay, The Scripps Research Institute Molecular Screening Center
GPR151 activ – activators of human GPR151, primary screen, cell-based, PathHunter beta-arrestin, luminescence. G-protein coupled receptor 151 (Homo sapiens), Q8TDV0. PathHunter beta-arrestin GPR151 cells. activation, % at 11.2 µM. hit rate 1% among 650,000; in the data active = activation above about 4.9%;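 note: 0% = median of compound wells and 100% = cells with positive control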
Target sequence (Q8TDV0 whole entry, looked up): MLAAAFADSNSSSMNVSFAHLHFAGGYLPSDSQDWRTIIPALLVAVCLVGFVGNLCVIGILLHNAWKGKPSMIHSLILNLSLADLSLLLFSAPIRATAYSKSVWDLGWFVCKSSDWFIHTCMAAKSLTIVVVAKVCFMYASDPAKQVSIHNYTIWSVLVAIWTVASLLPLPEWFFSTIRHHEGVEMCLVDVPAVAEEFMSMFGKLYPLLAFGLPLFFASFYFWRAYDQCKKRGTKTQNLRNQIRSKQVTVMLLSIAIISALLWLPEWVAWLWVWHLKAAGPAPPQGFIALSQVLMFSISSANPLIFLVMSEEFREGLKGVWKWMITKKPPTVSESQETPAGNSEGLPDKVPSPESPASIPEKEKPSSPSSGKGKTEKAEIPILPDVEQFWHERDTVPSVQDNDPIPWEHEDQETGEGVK
FBW7 activator – FBW7 E3 ligase activators, primary screen, biochemical, AlphaScreen, human; AlphaScreen FBW7–phospho-cyclin E peptide binding, activator screen; hit rate 0.13% among 650,000; normalized activity (activation), % at 26.1 µM; in the data active = normalized activity above about 1.9%;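 note: purified mutant Fbw7 with reduced substrate affinity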
TEAD-YAP block – TEAD-YAP interaction inhibition, primary screen, TEAD-YAP interaction inhibitor project, luminescence, HEK-TIYL cells; TEAD-Gal4/YAP UAS-luciferase luminescence; inhibition, % at 9.12 µM; hit rate 1.4% among 640,000; in the data active = inhibition above about 32%;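 note: 0% = median of test compound wells and 100% = reference inhibitor wells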
MITF primary – MITF inhibitors, primary screen, biochemical, AlphaScreen, human. Microphthalmia-associated transcription factor (Homo sapiens), O75030. AlphaScreen MITF homodimerization, bead proximity signal. AID 1259374, 2018. inhibition, % at 2.6 µM. hit rate 0.91% among 650,000; in the data active = inhibition above about 50%;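 note: 0% = vehicle wells with protein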
Target sequence (O75030 whole entry, looked up): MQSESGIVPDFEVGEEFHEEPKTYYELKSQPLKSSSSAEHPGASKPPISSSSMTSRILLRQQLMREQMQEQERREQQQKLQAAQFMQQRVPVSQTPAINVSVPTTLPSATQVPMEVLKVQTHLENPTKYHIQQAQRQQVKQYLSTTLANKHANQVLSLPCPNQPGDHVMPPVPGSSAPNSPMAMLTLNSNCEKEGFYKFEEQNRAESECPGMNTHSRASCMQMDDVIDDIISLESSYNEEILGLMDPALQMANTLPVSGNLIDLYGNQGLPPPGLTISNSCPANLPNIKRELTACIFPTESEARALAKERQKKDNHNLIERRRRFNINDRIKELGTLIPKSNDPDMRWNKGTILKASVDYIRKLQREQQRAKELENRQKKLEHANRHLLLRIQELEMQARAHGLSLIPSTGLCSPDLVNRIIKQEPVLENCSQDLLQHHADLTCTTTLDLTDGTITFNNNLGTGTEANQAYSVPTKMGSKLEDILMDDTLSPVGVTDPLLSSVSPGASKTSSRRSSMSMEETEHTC
* hit, by the source's call. Rows were taken by chance. Share with any hit: about 3.4%.

Fields – GPR151 activ, FBW7 activator, TEAD-YAP block, MITF primary
O=C(c1ccc(S(=O)(=O)c2ccccc2Cl)c([N+](=O)[O-])c1)N1CCN(c2ccccc2Cl)CC1
 : 0.2, -0.2, 7.4, 5.4
COc1cccc(OCC(=O)NCc2nc(-c3cccc(C)c3)no2)c1
 : 3.8, 0.0, 7.5, 4.3
Cc1c(NC(=S)NC(=O)c2ccccc2)cccc1-c1nc2ccccc2o1
 : -1.2, 0.0, 1.4, -5.2
OCCNc1nc(NCc2cccnc2)nc2c1ncn2-c1ccccc1
 : -1.6, 0.3, -5.5, 17.8
CC1(C)[C@H]2CC=C(CN3CCc4nnc(CCNC(=O)c5cccnc5)n4CC3)[C@@H]1C2
 : -0.8, -0.1, -3.1, 2.7
NCC1CCC(C(=O)Oc2ccc(CCC(=O)O)cc2)CC1 (configuration not stated)
 : 1.0, 0.1, 3.1, -5.8
Cc1ccc([N+](=O)[O-])c(OCC(=O)OCC(=O)c2ccccc2)c1
 : 0.8, -0.1, -3.5, 20.5
COc1cc(CNc2ncc(-c3ccc(Br)cc3)n2C)ccc1O
 : -0.1, 0.2, 7.0, 40.2
O=C(CCC(=O)NC1CCN(Cc2ccccc2)CC1)Nc1nc(-c2cc3ccccc3oc2=O)cs1
 : 0.4, 0.0, -11.9, -12.1
O=C(O)c1cn(-c2ccc(F)cc2[N+](=O)[O-])c(=O)c2ccccc12
 : -0.7, 0.0, -1.0, 16.1
CCCn1c2c(c(=O)n(C)c1=O)C(c1ccc(C)cc1)C1=C(COC1=O)N2 (configuration not stated)
 : 0.5, -0.1, 3.4, -8.6
COc1ccc(NC(=O)CCCNC(=O)Cn2cnc3sc4c(c3c2=O)CCCC4)cc1OC
 : -1.8, -0.1, 10.2, 1.8
CCCC1=C(C(=O)OCC)C(c2cc(OC)c(OCC)cc2Br)NC(=O)N1 (configuration not stated)
 : 2.5, 0.0, 1.0, -8.3
Cc1cccc(C(=O)NNC(=O)c2cccc(C)c2)c1
 : -1.2, 0.1, 3.6, -18.5
CC(C)(C)c1ccc(/C=C/C(=O)NCc2ccccn2)cc1
 : 1.1, 0.1, -22.8, 12.3
O=C(C1CCCCC1)N1CC(=O)N(CCc2ccccc2)C(=O)C1
 : 2.9, -0.2, -5.4, -7.0
Cc1cc(C)cc(NS(=O)(=O)Cc2ccccc2)c1
 : 0.2, -0.1, 6.3, 7.9
COc1ccc(Cl)cc1NC(=O)CCN1CCN(C)CC1
 : 1.2, -0.2, 0.8, 7.8
Cc1ccc(CNC(=O)Cn2cc3c(n2)-c2c(oc(C(=O)N4CCCC4)c2C)CC3)cc1
 : 0.2, 0.3, -9.0, 1.0
CC(C)(C)SCC(=O)NCc1ccc(S(N)(=O)=O)cc1
 : 0.5, -0.2, 9.0, -1.0
COc1ccc(F)c(CN2CCC(C(=O)Nc3cccc(-c4ccn[nH]4)c3)CC2)c1
 : -0.7, 0.0, 8.9, 6.0
COC(=O)CN(Cc1ccccc1)S(=O)(=O)c1ccc(OC)c(C)c1
 : -1.1, 0.1, -5.2, 13.4
CCC(=O)N1N=C(c2ccc(NS(=O)(=O)CC)cc2)CC1c1ccc(C)cc1 (configuration not stated)
 : -0.1, 0.0, 7.1, 1.8
O=C(CSC1CC(=O)N(c2ccccc2F)C1=O)Nc1ccc(Cl)cc1 (configuration not stated)
 : 1.6, -0.1, 6.6, 6.5
Cc1c(C(=O)NC2CCOC(C)(C)C2)cnn1-c1ncc2c(n1)-c1ccccc1CCC2 (configuration not stated)
 : -0.6, 0.2, -59.8, 15.3
CC1CCN(C(c2ccccc2)c2nnnn2C2CCCC2)CC1 (configuration not stated)
 : -1.4, 1.3, 5.5, 12.5
COc1cc(C2C(C(=O)OCc3ccccc3)=C(C)Nc3nnnn32)ccc1O (configuration not stated)
 : -0.3, 0.1, -4.9, 13.9
O=C1C(=O)N(c2nc3ccccc3s2)C(c2cccc([N+](=O)[O-])c2)/C1=C(\O)c1ccccc1 (configuration not stated)
 : 0.7, 0.1, 5.7, 11.9
CCCCSc1nsc(SCC(=O)c2ccccc2)c1C#N
 : 1.8, 0.2, -8.7, 13.6
CCCCC(=O)OCC(=O)c1ccc(OC)cc1
 : -0.9, -0.3, -15.4, 1.1

4 of the compounds above, as labelled records:
COc1cc(C2C(C(=O)OCc3ccccc3)=C(C)Nc3nnnn32)ccc1O (configuration not stated)
- GPR151 activ: -0.3
- FBW7 activator: 0.1
- TEAD-YAP block: -4.9
- MITF primary: 13.9
O=C1C(=O)N(c2nc3ccccc3s2)C(c2cccc([N+](=O)[O-])c2)/C1=C(\O)c1ccccc1 (configuration not stated)
- GPR151 activ: 0.7
- FBW7 activator: 0.1
- TEAD-YAP block: 5.7
- MITF primary: 11.9
CCCCSc1nsc(SCC(=O)c2ccccc2)c1C#N
- GPR151 activ: 1.8
- FBW7 activator: 0.2
- TEAD-YAP block: -8.7
- MITF primary: 13.6
CCCCC(=O)OCC(=O)c1ccc(OC)cc1
- GPR151 activ: -0.9
- FBW7 activator: -0.3
- TEAD-YAP block: -15.4
- MITF primary: 1.1

Next section:
Fields – GPR151 activ, FBW7 activator, TEAD-YAP block, MITF primary
COc1cccc(Cn2c(=S)[nH]c3cc(OC)c(OC)cc3c2=O)c1
 : -1.0, 0.0, -4.8, 9.1
CC(C)N1CCC(N2CCN(Cc3ccc(F)cc3)CC2CCO)CC1 (configuration not stated)
 : 0.3, 0.4, 3.8, 5.5
COc1cccc(CNC(=O)c2cn(CC(C)C)c(=O)c3c2c2ccccc2n3C)c1
 : -0.3, 0.6, 6.5, 8.7
O=c1cc(-c2ccccc2)[nH]n1-c1ccc([N+](=O)[O-])cc1
 : -0.5, 0.0, -1.2, 5.6
COc1ccc(CN=Cc2c(C(=O)O)[nH]c3ccccc23)cc1
 : 3.1, -0.1, 7.0, 6.1
COc1ccc(Cl)cc1N(CC(=O)N1CCN(c2ccccc2)CC1)S(=O)(=O)c1ccc(C)c([N+](=O)[O-])c1
 : -0.9, -0.2, -1.0, 5.9
CCOc1c(O)ccc(/C=C2\C(=O)N(c3cccc(C)c3)N=C2C)c1[N+](=O)[O-]
 : 0.4, -1.2, 0.4, -2.1
CCOC(=O)c1c(NC(=O)CNS(=O)(=O)c2ccc(Cl)cc2)sc(C)c1C
 : 1.5, 0.0, -1.1, -12.3
CCc1ccc(CNC(=O)C(=O)Nc2ccccc2)cc1
 : 1.5, 0.1, -38.9, -10.9
COC(=O)c1sccc1S(=O)(=O)N1CCCC(c2ccn[nH]2)C1 (configuration not stated)
 : -0.2, 0.0, -3.6, -8.2
CCCCNC(=O)CSc1nc2sc(C(=O)OCC)c(C)c2c(=O)n1Cc1ccc(C)cc1
 : -0.3, 0.0, -1.8, -8.0
CCOC(=O)C1=C(C)N=c2s/c(=C\c3ccccc3OCc3ccccc3Cl)c(=O)n2C1c1ccc(OC)cc1 (configuration not stated)
 : -1.1, 0.1, -6.5, -4.0
CC(=O)c1ccc(S(=O)(=O)NC(C)C(=O)O)cc1 (configuration not stated)
 : 1.0, -0.1, -2.9, 4.0
Cc1ccc(S(=O)(=O)NN(C)C)cc1
 : 0.8, 0.6, -0.7, 0.9
O=C1[C@H](CC[C@H](O)c2ccc(F)cc2)[C@@H](c2ccc(O)cc2)N1c1ccc(F)cc1
 : 0.2, 0.3, 8.7, 17.4
O=C(CNC(=O)c1ccc(Cl)cc1Cl)c1ccccc1
 : -1.1, 0.1, -59.8, -5.6
CSCC[C@H](NC(C)=O)C(=O)NCC1Cc2cc(-c3ccc(C)c(F)c3)cc(F)c2O1 (some centres not stated)
 : 0.0, -0.2, -18.7, -6.1
Cc1ccccc1C(=O)O/N=C(\N)c1ccccn1
 : -8.0, -0.1, 48.7*, 9.4
O=c1[nH]c2c(cnc3cccc[n+]32)n1-c1ccccc1
 : -0.4, 0.0, 2.1, -7.3
CCC(C(=O)Nc1c2c(nn1C(C)(C)C)CSC2)c1ccccc1 (configuration not stated)
 : -0.1, -0.1, 3.6, -1.5
CCOc1ccc(C(=O)N(CN2CCCC2=O)c2cc(C)on2)cc1
 : -5.7, 0.0, -13.4, -12.2
COc1cc(OC)c([N+](=O)[O-])cc1/C=C(/C#N)C(=O)Nc1ccccc1
 : 0.9, -0.1, 0.1, -4.2
COCCNc1c(C(C)c2ccccc2)nc2cnccn12 (configuration not stated)
 : -0.3, 0.0, -0.7, -15.4
O=C(Nc1ccc(N2CCOCC2)cc1)C1CCN(c2ccc(Nc3ccncn3)nn2)CC1
 : -0.2, -0.1, -8.7, 22.9
CC(=O)Nc1ccc(NC(=O)[C@@H](NC(=O)c2ccc(C)cc2)C(C)C)cc1
 : 1.1, 0.4, -5.5, -4.5
CCOC(=O)c1cnc2c(C)cc(Cl)cc2c1Nc1cc(Cl)ccc1OC
 : -0.3, -0.1, 4.5, 8.9
CC1=CC(C)(C)Nc2ccc(OC(=O)c3sc4cc([N+](=O)[O-])ccc4c3Cl)cc21
 : -1.2, 0.0, -1.9, 8.1
CC(=O)N1CCC(N(CCCOC(C)C)S(=O)(=O)c2ccc([N+](=O)[O-])cc2)CC1
 : 1.3, -0.1, 1.9, 3.0
Cc1ccc(C(=O)c2sc3nc4c(c(-c5cccs5)c3c2N)CCC4)cc1
 : -1.4, -0.1, -14.5, -1.8
CCCCN1C(=O)/C(=C\c2c(NCCCOCC)nc3ccccn3c2=O)SC1=S
 : 1.3, -0.2, -2.1, 2.9
CCc1ccc(S(=O)(=O)N2CCN(C(=O)OC)CC2)cc1
 : -1.8, 0.1, -4.8, -13.9
CCS(=O)(=O)N1CCC(C(=O)N2CCc3ccccc3C2)CC1
 : 1.6, 0.0, 0.5, -6.6
COc1ccc(CN2CCC(C(=O)N3CCc4ccccc4C3)CC2)c(OC)c1
 : -0.1, 0.2, 7.6, 52.6*
CCc1cc(N2CCN(C(C)=O)CC2)n2nc3nc(C)cc(C)c3c2n1
 : 0.3, -0.2, 14.8, 1.0
CCc1nnc(NC(=O)CCCOc2ccccc2OC)s1
 : -0.3, 0.3, 4.8, 3.6
COc1ccc2ccc(OC)c(/C=C3/NC(=O)N(c4ccccc4)C3=O)c2c1
 : -0.8, -0.1, 2.3, -3.7
CCOC(=O)Cn1cc(C=C2C(=O)c3ccccc3C2=O)c2ccccc21
 : 0.2, 0.1, 2.0, 4.6
COc1ccc(-c2nc3c(NCc4cccc(C(F)(F)F)c4)ncnc3n2C(C)C)cn1
 : -0.9, 0.3, -13.6, -9.4
CC1=C(C(=O)Nc2cccc(C(F)(F)F)c2)C(c2cccnc2)C2=C(CC(c3ccccc3)CC2=O)N1 (configuration not stated)
 : 0.2, 0.1, -7.2, -5.2
CC(C)(C)c1ccc(C(=O)N/C(=C\c2ccc3c(c2)OCO3)C(=O)O)cc1
 : 0.1, 0.0, 2.7, 7.3
Cc1noc(C)c1C(=O)Nc1scc(-c2ccc(Cl)cc2Cl)c1C(N)=O
 : 1.6, -0.2, 7.0, -5.9
CCCCCCCC(=O)Nc1ccc(C(=O)OC2CCCCCCCCCCC2)cc1
 : -0.7, -0.2, 2.8, -13.6
O=[N+]([O-])c1ccc(N/N=C/c2ccc3c(c2)OCO3)cc1
 : 0.9, 0.3, -54.5, 1.8
O=C(Nc1ccc(Cl)c(Cl)c1)c1ccc(F)c(S(=O)(=O)NCc2ccc(F)cc2)c1
 : -0.1, 0.0, 2.1, 11.3
COc1ccc(C2C(=O)N(C3CCCCCC3)CC(=O)N2C2CCCCC2)cc1OC (configuration not stated)
 : 1.9, -0.1, -11.1, -3.0
Cc1cc(=O)n2[nH]cc(C(=O)N3C4CCC3CC(c3ccc(F)cc3)C4)c2n1 (configuration not stated)
 : 2.0, 0.4, -1.3, -5.6
CC(=O)Oc1ccccc1C(=O)NCc1ccc(F)cc1
 : 1.6, 1.0, 1.7, -4.7
CCN(c1cccc(C)c1)S(=O)(=O)c1cccc2nsnc12
 : -1.7, -0.1, -2.6, -0.9
Cc1cccc(C2C3=C(CC(C)(C)CC3=O)Nc3c2c(=O)n(C)c(=O)n3C)c1 (configuration not stated)
 : -0.4, 0.1, 2.8, 10.5
Clc1cc2c(cc1-c1nc3cnccn3c1NCc1ccccc1)OCO2
 : 0.7, 0.1, 7.1, 15.1
CCC(Sc1nnc2c3cc(Br)ccc3n(C)c2n1)C(=O)Nc1ccc(S(N)(=O)=O)cc1 (configuration not stated)
 : 8.5*, 0.4, -9.8, 3.0

Quoted at random: two entries already listed
Fields – GPR151 activ, FBW7 activator, TEAD-YAP block, MITF primary
CC(=O)Oc1ccccc1C(=O)NCc1ccc(F)cc1
 : 1.6, 1.0, 1.7, -4.7
Clc1cc2c(cc1-c1nc3cnccn3c1NCc1ccccc1)OCO2
 : 0.7, 0.1, 7.1, 15.1
